Source: PubChem (National Center for Advancing Translational Sciences (NCATS))
A549 viability = kills or reduces viability of A549 cells in Nrf2 counter-screen | A549 ARE-Fluc cells, CellTiter-Fluor viability, 18-24 h | AID 504648 | Potency, µM (doses to about 46 µM), inactives show at the highest dose activity change, negative = cytotoxicity, actives largely listed as inhibitors | actives 0.16% (n = 390,000); further: potency means the concentration at half of the fitted maximal effect; on the % scale 0 is the no-effect control and ±100 the full control effect
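Cytotoxicity counterscreen: CellTiter-Fluor fluorescence was measured in A549 ARE_Fluc cells after 18-24 h of compound exposure in a concentration series. The subsequent BugLite luminescent read reports ARE-luciferase activity.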
HepG2 tox = counter-screen for TGF-b inhibitors: cytotoxicity in HepG2 cells; HepG2 CAGA-GFP viability, ATP luminescence, 18 h; Potency, µM (titrated, usually from 46.1 µM), for inactives: top-dose activity change, negative = cytotoxicity, usual class: cytotoxic; actives 0.76% (n = 410,000); further: potency means the concentration at half of the fitted maximal effect; some results filed as inactive show a strong effect at the top dose
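CellTiter-Glo luminescence gave cytotoxicity after 18 hours at 37 degrees C. The cells were HepG2 CAGA-GFP in 1% FBS DMEM, stimulated with 500 pg/mL TGF-beta after compound addition. %Activity was normalised to no-cell wells (complete cell-killing) and DMSO (no toxicity), and curves were fitted and classified.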
ATXN viability = viability counter-screen for ATXN expression inhibitors. S2 cells (HEK-293 line with an ATXN2-luciferase reporter) viability, CellTiter-Fluor protease fluorescence, 24 h. Potency, µM (top dose mostly 56.7 µM), hits mostly cytotoxic. actives 0.49% (n = 400,000). AID 651635; further: potency means the concentration at half of the fitted maximal effect; nearly all actives have a fitted effect of over 40% in size
TGFb SMAD3 inh = blocks TGF-b signaling | HepG2 CAGA-GFP TGF-b/SMAD3 reporter, GFP fluorescence, 18 h; TGF-beta stimulated, 500 pg/mL final | Potency, µM (top dose mostly 46.1 µM), for inactives: top-dose activity, negative = inhibition, hits mostly inhibitors | actives 1.2% (n = 410,000) | AID 588855; further: potency means the concentration at half of the fitted maximal effect; on the % scale 0 is the no-effect control and ±100 the full control effect; nearly all actives have a fitted effect of over 65% in size
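Smad-responsive CAGA-GFP expression was quantified in HEPG2 cells exposed to compounds and 500 pg/mL final TGF-beta for 18 h at 37 degrees C; unstimulated wells defined full inhibition.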
Nrf2 ARE act = activates Nrf2 signaling | Potency, µM (doses to about 46.1 µM), for the others: at the top dose activation, usual class: activators | AREc32 ARE-luciferase reporter (MCF7-derived line), luminescence, 24 h | actives 0.31% (n = 410,000); further: potency means the concentration at half of the fitted maximal effect; % of control where 0% means no effect; nearly all actives have a fitted effect of over 65% in size
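Steps: seed AREc32_Fluc cells (1000/well, 5% FBS OPTI-MEM); incubate overnight at 37 deg C; add 23 nL compound; incubate 24 hr; add Steady-Glo; hold 30 min RT; read luminescence.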
MCF10A rerep = inducers of DNA re-replication in MCF 10A breast cells; actives 2.9% (n = 350,000); MCF 10A DNA re-replication, Hoechst nuclear intensity, 48 h; Potency, µM (highest dose often 46.1 µM), for inactives: at the highest dose activity, positive = re-replication, hits mostly activators; further: potency means the concentration at half of the fitted maximal effect; % of control where 0% means no effect; nearly all actives have a fitted effect of over 50% in size
Nrf2 inh = inhibitors of Nrf2 signaling; actives 2.1% (n = 360,000); Potency, µM (top dose mostly 46 µM), for the others: at the highest dose activity change, negative = inhibition, usual class: inhibitors; A549 ARE-Fluc reporter, luciferase luminescence, 18-24 h; AID 504444; further: potency means the concentration at half of the fitted maximal effect; on the % scale 0 is the no-effect control and ±100 the full control effect; nearly all actives have a fitted effect of over 60% in size
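Two sequential reads on A549 ARE_Fluc cells exposed to compound for 18-24 h: a CellTiter-Fluor fluorescence read for viability, then a luciferase luminescence read for Nrf2/ARE activity.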
ATXN2 expr inh = ATXN2 expression inhibition. HEK-293 ATXN2-luciferase reporter, luminescence, 24 h. Potency, µM (top dose mostly 57 µM), without a hit: at the highest dose activity change, negative = inhibition, most hits filed as inhibitors. actives 0.72% (n = 360,000); further: potency means the concentration at half of the fitted maximal effect; on the % scale 0 is the no-effect control and ±100 the full control effect; nearly all actives have a fitted effect of over 55% in size
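qHTS (up to 57 uM final) was run with 24 h compound exposure of reporter cells at 37 °C. Each well was multiplexed: SteadyGlo luminescence measured ATXN2-luciferase expression after a fluorogenic Gly-Phe-AFC viability readout (25 uM final).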
IL1B secr inh = inhibitors of inflammasome signaling (IL-1 beta secretion); THP-1 LPS/ATP IL-1B secretion, AlphaLISA, 16 h; stronger effect = lower value; activity change, % at 57.5 µM; actives 4.7% (n = 360,000); AID 743279; in the data active means activity change below about -50%; inconclusive means mostly about -30% to -49%; further: on the % scale 0 is the no-effect control and ±100 the full control effect
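THP-1 cells pretreated 1 hr with compounds (up to 57.5 uM final), then stimulated with LPS (250 ng/mL final) plus ATP (1.25 mM final); secreted IL-1B measured by AlphaLISA after 16 hr, decreased signal indicating inhibition.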
* = called active by the depositor; i = inactive; ? = inconclusive; · = not tested or not shown; & = joins results of further samples; [ ] = another dose, or the depositor's remark. Unless noted, the call rests on the fitted dose curve; in most records, active means well fitted curve in the direction sought with a large enough effect; inconclusive means small, poorly fitted or top-dose-only effect, or another doubt; inactive means no such curve, though single readings can be large; an effect the other way counts as inactive or inconclusive.

SMILES	A549 viability	HepG2 tox	ATXN viability	TGFb SMAD3 inh	Nrf2 ARE act	MCF10A rerep	Nrf2 inh	ATXN2 expr inh	IL1B secr inh
COc1ccc(C(=O)Nc2cccc3nc(C)ccc23)c(OC)c1	-14.1%	-13.2%	i	-11.0%	0.1%	-1.5%	-15.0%	0.1%	-9.3
CCS(=O)(=O)N1Cc2ccccc2CC1C(=O)Nc1ccc(F)cc1 (stereo not given)	1.6%	2.9%	i	-13.4%	-0.1%	-0.8%	33.0%	·	16.3
O=C(CN1C(=O)CSC1=O)Nc1ccccc1N1CCOCC1	-2.6%	6.9%	?	-1.4%	-0.1%	-0.2%	-6.8%	4.7%	11.2
C=Cc1ccc(Cn2c(C(=O)O)c(CNCc3cc(OC)ccc3OC)c3ccc(C)cc32)cc1	-25.6%	-14.2%	?	-0.5%	-0.3%	·	-19.4%	10.2%	·
COc1cc(OC)c(C2C(C#N)=C(N)Oc3cc(C)n(CCCN4CCOCC4)c(=O)c32)cc1OC (stereo not given)	18.8%	-1.0%	?	-5.7%	0.0%	-1.3%	-13.7%	2.4%	-11.3
COc1cccc(N2CCN(C(=O)c3c(C)oc4ncnc(N5CCOCC5)c34)CC2)c1	2.4%	0.5%	·	-3.6%	-0.1%	·	?	·	·
CN(C(=O)CSc1nnc(COc2ccccc2F)n1N)C1CCS(=O)(=O)C1 (stereo not given)	1.6%	7.4%	i	-1.6%	-0.6%	-3.0%	-11.5%	15.6%	-6.0
COc1cccc(CN(C)C(=O)C2CSC3(C)CCC(=O)N23)c1OC (stereo not given)	-4.6%	-9.2%	i	-28.2%	-0.5%	5.1%	-7.0%	2.0%	2.9
O=C(c1cccs1)N1N=C(c2ccccc2)CC1c1ccc(O)cc1 (stereo not given)	?	-20.8%	i	?	6.9%	?	?	15.3%	?
Clc1ccc(COc2ccccc2-c2ccnc3ncnn23)cc1	7.9%	12.9%	i	8.6%	10.8%	24.5%[9.22 µM]	9.1%	71.0%[activator]	-20.0
CCCc1cc(=O)n2[nH]c(C)c(-c3ccccc3OC)c2n1	·	-7.5%	i	1.1%	-3.3%	·	·	·	4.8
Nc1nccnc1C(=O)OCC(=O)NCCc1ccc(S(N)(=O)=O)cc1	3.5%	-21.4%	?	-1.2%	-0.3%	-0.5%	13.7%	1.4%	11.9
O=C(O)c1ccccc1S(=O)CCO (stereo not given)	1.1%	11.6%	i	-9.6%	-0.3%	2.2%	1.9%	-2.3%	0.0
Cc1cc(SCC(=O)N(C)c2c(N)n(Cc3ccccc3)c(=O)[nH]c2=O)nc2ccccc12	-12.8%	13.1%	i	0.8%	0.2%	1.6%	4.8%	·	16.4
COc1cccc(-n2c(CNc3ccc(F)cc3)nnc2SCC(N)=O)c1	-4.7%	0.2%	i	-16.6%	0.3%	4.9%	1.1%	-5.3%	0.0
O=C(Nc1ccc(Cl)cc1)Nc1ccc2c(c1)N1CCN=C1S2	?	-34.5%	i	-14.2%	14.2%	?	?	-12.9%	-65.6*
CCc1ccc2nc(SCC(=O)N(CC)CC)c(C#N)cc2c1	-5.0%	0.3%	i	4.0%	10.8%	?	·	35.6%	-5.3
Cc1nc2ccccc2c(=O)n1NC(=O)c1ccc(Cl)c([N+](=O)[O-])c1	0.4%	-0.6%	?	12.5%	13.8%	?	-10.5%	?	-60.1*
CCc1cc2c(COC(=O)c3cccc(NS(C)(=O)=O)c3)cc(=O)oc2cc1O	-7.9%	-22.0%	i	-14.0%	0.5%	9.2µM*	7.6%	-7.4%	-12.8
CCC(=O)c1ccc2ncccc2c1	2.8%	-12.1%	i	-17.7%	-0.7%	4.4%	16.7%	·	-9.4
Cc1ccc(N=CC=C2OC(C)(C)C(C)(C)O2)cc1	-14.3%	-56.6%	i	?	22.6%	16.4µM*	6.4%	7.6%	3.2
Cc1ccc(S(=O)(=O)N(C)C[C@@H]2OCc3cnnn3CCCC(=O)N([C@H](C)CO)C[C@H]2C)cc1	·	1.6%	i	19.6%	0.1%	·	·	-3.1%	-13.4
CCCCC(=O)N(C)c1c(CC)nc2c(OCc3cccc(Cl)c3)cccn12	·	-8.4%	?	4.2%	0.2%[9.22 µM]	·	·	?	-5.2
COc1ccc(S(=O)(=O)n2nc(OC(=O)c3ccncc3)cc2N)cc1	-10.9%	0.0%	i	6.5%	-0.5%	-1.3%	-0.1%	1.6%	38.1
CCOc1ccc(CCNC(=O)c2ccc(-n3c(C)cc4c3CCC(C)C4)cc2)cc1OCC (stereo not given)	7.5%	-14.6%	·	-15.1%	?	·	-20.5%	·	·
Cc1cnc(C(=O)OCC(=O)Nc2ccc(C)c(S(=O)(=O)N3CCCCCC3)c2)cn1	4.7%	-6.5%	i	-10.3%	0.3%	-3.0%	10.3%	-18.9%	-0.8
COc1cc2cnc(-c3ccccc3)c(-c3cccc(C(F)(F)F)c3)c2cc1OC	-13.7%	-99.6%	?	?	11.1%	-6.0%	?	?	0.0
COc1cccc(-c2cc(C(=O)Nc3cccnc3)no2)c1	-10.4%	8.6%	?	41.0%[activator]	2.7%	9.2µM*	18.2%	-13.8%	28.2
O=C(C1CCN(S(=O)(=O)c2cccc3cccnc23)CC1)N1CCCCC1	-0.9%	4.4%	i	-2.1%	0.1%	-3.0%	-13.3%	0.2%	55.8
N#Cc1ccc(C(=O)Nc2cccc3cccnc23)c(F)c1	-5.9%	0.3%	i	-30.6%	-0.7%	-0.1%	2.6%	-0.1%	13.2

Next section; the last three above are carried over.
SMILES	A549 viability	HepG2 tox	ATXN viability	TGFb SMAD3 inh	Nrf2 ARE act	MCF10A rerep	Nrf2 inh	ATXN2 expr inh	IL1B secr inh
COc1cccc(-c2cc(C(=O)Nc3cccnc3)no2)c1	-10.4%	8.6%	?	41.0%[activator]	2.7%	9.2µM*	18.2%	-13.8%	28.2
O=C(C1CCN(S(=O)(=O)c2cccc3cccnc23)CC1)N1CCCCC1	-0.9%	4.4%	i	-2.1%	0.1%	-3.0%	-13.3%	0.2%	55.8
N#Cc1ccc(C(=O)Nc2cccc3cccnc23)c(F)c1	-5.9%	0.3%	i	-30.6%	-0.7%	-0.1%	2.6%	-0.1%	13.2
Cc1ccc(S(=O)(=O)N2CCOC2CNC(=O)C(=O)NCc2cccnc2)cc1 (stereo not given)	0.5%	2.6%	?	5.7%	-0.4%	13.8%	12.5%	-7.6%	3.9
CC(C)COC(=O)C1C2C=CC3(CN(C(C)c4ccc(Br)cc4)C(=O)C13)O2 (stereo not given)	-16.0%	-16.3%	i	5.3%	-0.7%	-4.1%	1.1%	-11.8%	-9.4
COc1ccc(N2Cc3ccccc3C2=O)cc1	1.5%	-68.9%	?	-8.2%	-0.2%	-0.2%	?	-2.8%	-5.2
CN(Cc1ccc(Cl)cc1Cl)C(=O)CNC(=O)c1ccc2c(c1)OCO2	9.2%	-14.7%	i	2.6%	-0.4%	4.8%	18.1%	-10.8%	-7.3
CN(C)S(=O)(=O)c1ccc(-c2csc(N/N=C/c3ccc(O)cc3)n2)cc1	?	12.6µM*	·	?	?	?	10.0%	?	-103.4*
O=C(OCC(=O)N1CCCC1)c1cc(F)c(F)cc1Cl	-1.8%	4.5%	i	2.2%	3.5%	-6.1%	7.5%	-4.0%	6.1
O=C(Nc1ncn[nH]1)c1cc([N+](=O)[O-])ccc1Cl	-3.9%	-28.7%	?	-14.9%	0.1%	9.7%	-21.8%	-37.6%	-17.6
O=C(CSc1nccn1-c1ncc(C(F)(F)F)cc1Cl)c1ccc(Br)cc1	-3.1%	-1.0%	i	12.8%	4.5%	-1.4%	?	57.0%[activator]	33.2
Cn1cc(C(=O)N2CCc3ccccc32)cn1	-0.2%	-6.5%	i	-7.8%	3.1%	-2.4%	?	0.0%	-14.2
CN1CCC(N(C)C(=O)c2cc(-c3ccc(F)cc3)nc3ccccc23)CC1	-6.0%	-15.8%	i	27.4%	4.5%	?	0.5%	-14.7%	-67.8*
O=C(NCCN1CCN(c2ccccc2)CC1)c1cccn2c(=O)c3cc(Cl)ccc3nc12	1.0%	2.1%	i	20.5%	0.1%	4.11µM*	1.7%	1.4%	20.2
COc1ccccc1NS(=O)(=O)c1cc([N+](=O)[O-])ccc1N/N=C/c1c(C)[nH]c2ccccc12	?	-40.4%	?	-17.3%	6.8%	?	?	-25.4%	35.2
CCN1CCN(C(=O)c2ccc3c(=O)n(CCc4ccccc4)c(=O)[nH]c3c2)CC1	-2.1%	-5.8%	i	1.8%	2.9%	?	-2.4%	29.5%	21.1
O=C(O)CN1C(=O)S/C(=C\c2cccnc2)C1=O	-2.8%	27.8%	i	16.7%	-0.5%	0.4%	5.2%	·	13.0
CCOc1ccc(NS(=O)(=O)c2c(C)nc3sc(CC)nn3c2=O)cc1	-0.3%&1.9%	-32.4%&9.1%	i	?	-1.0%&1.8%	-1.9%	?	6.0%&-0.1%	14.7
COC(=O)c1cc2ccsc2n1CC(=O)N(C)C1CCCCC1	-6.6%	8.0%	?	-9.2%	2.3%	5.7%	-1.2%	-11.2%	-0.4
COc1ccc(NC(=O)CSc2nc3ccccc3c(=O)[nH]2)cc1S(N)(=O)=O	10.5%	-17.3%	i	25.2%	-0.5%	0.2%	-6.3%	·	4.2
COc1ccc(-c2nc(NC(=O)C3CC(=O)N(c4ccc5c(c4)OCCO5)C3)sc2C)cc1 (stereo not given)	?	-1.5%&-6.1%	?	11.2µM*	-0.4%	3.26µM*	14.6µM*	12.6µM*	17.3
O=C(Cn1c(SCc2ccccc2)nc2ccccc21)N1CCOCC1	-14.6%	-6.3%	i	?	-0.2%	-0.9%	7.2%	-8.4%	8.6
